Screens (PubChem)
HEK293 NOD2/NF-kB = NOD2 signaling inhibitors, cell-based, luminescence, uHTS, HEK293 (AID 1566) | HEK293 NOD2/NF-kB luciferase reporter, luminescence; higher % means a stronger effect | 0.63% of 290,000 active | inhibition, % at 4 µM, or EC50 in µM where a hit was titrated; further: many of its hits are not listed in these tables
KOR beta-arrestin-1 = kappa opioid receptor blockers – cell-based, luminescence, uHTS (AID 1778); KOR beta-arrestin recruitment, luminescence, antagonist mode; higher % means a stronger effect; inhibition, % at 10 µM, or IC50 in µM where a hit was titrated; 0.091% of 290,000 active; further: strong numbers were not always called active
human PMI inhibition = inhibitors of human PMI, primary screen, biochemical, fluorescence intensity, coupled assay (AID 1209) | purified PMI enzyme, coupled fluorescence intensity; higher % means a stronger effect | inhibition, % at 20 µM, or IC50 in µM where a hit was titrated | 0.42% of 190,000 active;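 further: plate controls were DMSO vehicle for no effect and wells lacking substrate for full effect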
PMI inhibition = MPI inhibition at elevated mannose 6-phosphate – biochemical, fluorescence intensity, high mannose 6-phosphate, primary screen (AID 1220); recombinant PMI enzyme, coupled fluorescence intensity; higher % means a stronger effect; inhibition, % at 20 µM; hits with a dose series show IC50 in µM; 0.66% of 190,000 active
TNAP activation fold = stimulation of alkaline phosphatase TNAP activity – biochemical, luminescent, no phosphate acceptor, uHTS, primary screen (AID 1001). purified TNAP, luminescent activation assay, no phosphate acceptor; higher activation fold means a stronger effect. activation fold at 20 µM, or EC50 in µM where a hit was titrated. 0.03% of 200,000 active; in the data active means activation fold from about 3, or a potency from the dose series; inactive means the rest, 99 in 100 with activation fold below about 1.6; further: many of its hits are not listed in these tables
XIAP displacement = XIAP antagonists, biochemical, IAP family, fluorescence polarization (AID 1018). XIAP BIR domain, fluorescence polarization peptide displacement; higher % means a stronger effect. displacement, % at 20 µM; hits with a dose series show IC50 in µM. 0.007% of 200,000 active; in the data active means displacement above about 50%; further: a part of the inactive calls stands beside numbers as strong as those of hits
NOD1 NF-kB reporter = inhibition of NOD1-driven NF-kB reporter – cell-based, luminescence, uHTS, primary screen (AID 1578) | NOD1-driven NF-kB luciferase reporter cells, luminescence; higher % means a stronger effect | one-dose inhibition, % at 4 µM; EC50 in µM for titrated hits | 1% of 290,000 active; in the data active means inhibition mostly above about 36%, no sharp cut-off; inactive means mostly below about 34%;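 further: HEK-293T reporter cells stimulated with the NOD1 agonist gamma-tri-DAP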
KOR beta-arrestin-2 = kappa opioid receptor activators – cell-based, luminescence, uHTS, primary screen (AID 1777). KOR beta-arrestin recruitment, luminescence; higher % means a stronger effect. activation, % at 10 µM, or EC50 in µM where a hit was titrated. 0.02% of 280,000 active; in the data active means activation above about 50%, passing the limit was not always enough; further: a part of the inactive calls stands beside numbers as strong as those of hits
LYP inhibition = inhibitors of LYP phosphatase, biochemical, fluorescence intensity, uHTS (AID 1779) | recombinant LYP phosphatase, fluorescence intensity; higher % means a stronger effect | one-dose inhibition, % at 11.5 µM; IC50 in µM for titrated hits | 0.054% of 290,000 active;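 further: plate controls were vehicle with enzyme for no effect and no enzyme for full effect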
* marks the source's active call; other numbers are inactive results; . = not tested or not shown; [ ] = remark or other dose. Unless noted, no stated cut-off is given here; in the data, active means inhibition above about 50%; inactive means the rest. A portion of the library, so the mix of outcomes need not match the whole.

SMILES | HEK293 NOD2/NF-kB | KOR beta-arrestin-1 | human PMI inhibition | PMI inhibition | TNAP activation fold | XIAP displacement | NOD1 NF-kB reporter | KOR beta-arrestin-2 | LYP inhibition
C=CCn1c(COc2cccc(C)c2)nnc1SCn1nnc2ccccc2c1=O | 15% | . | 5% | 12% | 1 | -4.5% | 1% | 8.7% | -2%
O=C(NCc1nc2ccccc2[nH]1)c1ccc(S(=O)(=O)N2CCOCC2)cc1 | 0% | -15% | -13% | -8% | 1 | -2.9% | 16% | 4.8% | -1%
CCOc1c(Br)cc(/C=C2\N=C(C)OC2=O)cc1Br | 8% | 4% | . | . | . | . | -7% | -4.6% | -3%
CC(C)C(=O)c1cc2c(cc1NC(=O)c1ccccc1)OCCO2 | 18% | -31% | 9% | 9% | 1 | -1.3% | 15% | 1.1% | 1%
COc1cccc(-c2c(C(=O)N/N=C(\C)c3ccc(Cl)s3)nnn2-c2nonc2N)c1 | -6% | 15% | . | . | . | . | -43% | -0.8% | 0%
O=C(O)c1ccc(CNc2ccccc2C(=O)O)cc1 | -13% | -26% | 13% | 4% | 1.1 | 3.1% | 7% | -5.1% | 2%
CCCCCOC(=O)C1=C(C)Nc2nnnn2C1c1ccccc1Cl (stereo not given) | 17% | 3% | 10% | 10% | 1.1 | -3.2% | 25% | -5.2% | -3%
COc1ccc(NC(=O)NNC(=O)c2ccc3ccccc3c2)cc1OC | 13% | 11% | . | . | . | . | -16% | 5.9% | -10%
COc1ccc(NC(=O)C(CC(=O)O)Cc2ccc(Br)cc2)cc1 (stereo not given) | -9% | 7%[20 µM] | . | . | . | . | -44% | -3.4% | -3%
CCOc1ccccc1CNC(=O)CCc1cn(CC)c2ccccc12 | -3% | 3% | . | . | . | . | -5% | -5.2% | -4%
O=C(Nc1ccccc1)c1cc2ccccc2[nH]1 | -84% | 20% | 4% | 6% | 1 | 12% | -47% | -2.1% | -4%
COc1ccc(/C=C2\C(=O)ON=C2c2cccc([N+](=O)[O-])c2)cc1 | -4% | -22% | -21% | -7% | 1.1 | -8.0% | -1% | 7.4% | -4%
COc1ccc(CCC(=O)Nc2ccc(Br)cn2)cc1 | 2% | 11% | 0% | -4% | 1.1 | -6.7% | 24% | 14% | -11%
O=C(COc1ccc([N+](=O)[O-])cc1)NNC(=O)Nc1ccccc1F | 2% | 7% | . | . | . | . | -3% | 2.9% | -8%
Cc1ccc(NC(=S)NNC(=O)c2cccc([N+](=O)[O-])c2)cc1Cl | 20% | -20% | . | . | . | . | -2% | -0.6% | -2%
Cc1ccc(C(=O)CCC2CCCCC2=O)cc1 (stereo not given) | -26% | -2% | 2% | 1% | 1 | -4.3% | -19% | 3.0% | -8%
COc1ccc(-c2nc(N)n(S(=O)(=O)c3ccc(C)cc3)n2)cc1 | 5% | 8% | 4% | 7% | 0.9 | -6.9% | -19% | -5.6% | -1%
CC(C)C(c1nnnn1C1CCCCC1)N1CCN(C(=O)c2ccco2)CC1 (stereo not given) | 16% | 1% | . | . | . | . | 16% | -0.3% | -18%
COc1ccc(O)c(/C=N/N2CCCCC2)c1 | -113% | 2% | . | . | . | . | -12% | -2.5% | -2%
N#C/C(C(=O)N1CCCCC1)=C1/N=C(NC(=O)c2ccc(F)cc2)c2ccccc21 | 15% | 8% | . | . | . | . | 0% | -1.7% | 4%
NC(=S)Nc1cccc2cnccc12 | -14% | -12% | 16% | 6% | 1.1 | 1.2% | -17% | -2.5% | -5%
Nc1nc(SCc2ccc(Br)cc2)[nH]c(=O)c1-c1ccccc1 | 5% | -13% | -1% | -9% | 1 | -7.8% | 39% | 6.7% | 3%
CC(=O)Nc1nc2c(s1)C(=O)NCC(C)(C)C2 | 8% | 11% | . | . | . | . | -8% | 2.5% | -5%
Cc1ccc(C(NC(=O)N2CCCC2)C(Cl)(Cl)Cl)cc1F (stereo not given) | 16% | 22% | -2% | -6% | 1.1 | -2.7% | 12% | -4.0% | -8%
CCNC(=O)CSc1nc2cc([N+](=O)[O-])ccc2n1-c1cccc(C(F)(F)F)c1 | 15% | 48% | 10% | 8% | 1.1 | -22% | -21% | 3.6% | 6%

(further entries)
SMILES | HEK293 NOD2/NF-kB | KOR beta-arrestin-1 | human PMI inhibition | PMI inhibition | TNAP activation fold | XIAP displacement | NOD1 NF-kB reporter | KOR beta-arrestin-2 | LYP inhibition
CN(C)C(=O)CSc1cnc2ccccc2n1 | 12% | -25% | 4% | 1% | 1.1 | -2.1% | -40% | 2.3% | -4%
O=C(O)c1ccccc1C(=O)NCCCCCCNC(=O)c1ccccc1C(=O)O | 10% | -1%[20 µM] | . | . | . | . | -14% | -6.7% | -12%
Cc1cccc(OCC(=O)N(C)CCc2ccccn2)c1 | 5% | -45% | 3% | -11% | 1.1 | -3.2% | -31% | -0.6% | -9%
CCOc1ccc2nc(NC(=O)c3ccc(OCC4CCCO4)cc3)sc2c1 (stereo not given) | -12% | 3% | 21% | 21% | 1 | -15% | -30% | -0.1% | 5%
CCOC(=O)N1CCN(c2c(-c3ccccc3)c3cc(Cl)ccc3[nH]c2=O)CC1 | 26% | 14% | 10% | 7% | 0.9 | -9.5% | 32% | -2.2% | 4%
COc1ccc(CNC(=O)c2csc(Cc3ccc(Cl)cc3)n2)cc1 | 33% | -16% | 18% | 17% | 1 | -4.0% | 26% | 4.4% | 8%
COc1ccc(CNC(N)=O)cc1OC | 9% | -49% | -7% | -4% | 1.1 | -6.1% | -19% | 2.9% | -6%
CCOc1ccc(CNC(=O)c2ccccc2NC(=O)C2=CSCCO2)cc1 | -1% | -10% | . | . | . | . | -14% | 0.1% | -3%
O=C(N/N=C/c1ccc(F)cc1)c1cc[n+]([O-])cc1 | 1% | -2% | . | . | . | . | -4% | -4.3% | -2%
Cc1c[n+]([O-])n(-c2ccc(C(=O)O)cc2)n1 | 6% | 16% | 4% | -4% | 1 | -5.6% | -3% | -2.7% | -6%
Cn1c(COc2ccc(Br)cc2)nnc1SC1CCc2ccccc2C1=O (stereo not given) | 12% | 22% | 24% | 31% | 1.5 | -2.3% | 2% | 1.5% | 4%
Cc1nn(C)cc1CNC(=O)c1cccc(F)c1 | 8% | . | 7% | 12% | 1.2 | 2.2% | -13% | -0.4% | -3%
CCC(C)(C)n1nnnc1C(c1cc2cc(C)ccc2[nH]c1=O)N1CCCC1 (stereo not given) | 16% | 6% | -43% | -94% | 1.1 | -5.4% | -20% | 5.9% | 0%
COc1cccc(CSc2nnc(-c3ccco3)n2C)c1 | -17% | -10% | -7% | -8% | 1.1 | -13% | -3% | -4.5% | -10%
Cc1cc(N2CCN(C)CC2)n2nc(-c3ccc(Cl)cc3)nc2n1 | 5% | -6% | . | . | . | . | -4% | 3.0% | -3%
Cc1cc(=O)oc2c3c(cc(OCC(=O)NCCN4CCOCC4)c12)OC(C)(C)CC3 | 17% | 6%[20 µM] | . | . | . | . | -13% | -1.8% | -21%
Cn1cc(CNCc2ccccc2OCC(O)CN2CCc3ccccc3C2)cn1 (stereo not given) | 1% | -24% | 5% | -9% | 1.1 | -3.7% | -18% | 1.1% | 32%
CCCCN(CCCC)S(=O)(=O)c1ccc(NC(=O)Cc2cccs2)cc1 | -12% | -33% | 22% | 15% | 1.2 | -6.9% | 3% | 0.1% | 4%
Cc1ccc(S(=O)(=O)CCSc2nc(C)cc(C)c2C#N)cc1 | 18% | 10% | 14% | 12% | 1 | -3.6% | -2% | -5.1% | -11%
COc1cc2ccccc2cc1C(=O)Nc1ccccc1C | -37% | -49%[20 µM] | . | . | . | . | -70% | 6.6% | 7%
O=C(Nc1ccc(Cl)cc1)N1CCSc2ccccc21 | 8% | -36% | 7% | 6% | 1 | -1.8% | 18% | 5.0% | -4%
N=C1C(c2nc3ccccc3s2)=C(O)CN1c1ccccc1 | -75% | -54%[20 µM] | 0% | -3% | 1.2 | 2.5% | -29% | 18% | -6%
CCn1nnc(NC(=O)c2cc(Cl)c(OC)c(Cl)c2)n1 | -29% | -7% | 2% | 8% | 1.1 | -6.4% | -12% | -0.8% | -12%
O=C(CN1CCN(S(=O)(=O)N2CCCCCC2)CC1)Nc1ccc(F)cc1 | 7% | 14% | . | . | . | . | -5% | -8.8% | -6%
C=CCn1c(SCC(=O)Nc2ccc(N3CCOCC3)cc2)nnc1-c1ccco1 | -15% | -53% | . | . | . | . | 21% | 2.9% | -7%

Sorted by formula weight (low to high): 5 of the compounds above.
SMILES | HEK293 NOD2/NF-kB | KOR beta-arrestin-1 | human PMI inhibition | PMI inhibition | TNAP activation fold | XIAP displacement | NOD1 NF-kB reporter | KOR beta-arrestin-2 | LYP inhibition
Cc1cccc(OCC(=O)N(C)CCc2ccccn2)c1 | 5% | -45% | 3% | -11% | 1.1 | -3.2% | -31% | -0.6% | -9%
O=C(Nc1ccc(Cl)cc1)N1CCSc2ccccc21 | 8% | -36% | 7% | 6% | 1 | -1.8% | 18% | 5.0% | -4%
Cc1ccc(S(=O)(=O)CCSc2nc(C)cc(C)c2C#N)cc1 | 18% | 10% | 14% | 12% | 1 | -3.6% | -2% | -5.1% | -11%
CCOc1ccc(CNC(=O)c2ccccc2NC(=O)C2=CSCCO2)cc1 | -1% | -10% | . | . | . | . | -14% | 0.1% | -3%
Cc1cc(=O)oc2c3c(cc(OCC(=O)NCCN4CCOCC4)c12)OC(C)(C)CC3 | 17% | 6%[20 µM] | . | . | . | . | -13% | -1.8% | -21%

The list continues.
SMILES | HEK293 NOD2/NF-kB | KOR beta-arrestin-1 | human PMI inhibition | PMI inhibition | TNAP activation fold | XIAP displacement | NOD1 NF-kB reporter | KOR beta-arrestin-2 | LYP inhibition
CCOC(=O)c1ccc(N2C(=O)CC(N3CCOCC3)C2=O)cc1 (stereo not given) | -1% | -30% | 1% | 0% | 1.1 | -6.8% | -11% | 0.0% | -7%
O=C(CSc1nnc(COc2ccccc2Cl)o1)NC(=O)NCc1ccco1 | 5% | 11% | . | . | . | . | -11% | -5.1% | -2%
O=C1c2ccccc2NC2(CCCC2)N1NS(=O)(=O)c1ccccc1 | 12% | 5% | 2% | 10% | 1.1 | -3.2% | -9% | -10% | -13%
CCOC(=O)N1CCN(C(=O)CCCCCn2c(=S)[nH]c3ccsc3c2=O)CC1 | 19% | -2% | -7% | -3% | 1.2 | -6.4% | -5% | -0.4% | -7%
COc1ccc(-c2nc3n(n2)C(c2ccncc2)C(C(N)=O)=C(C)N3)cc1 (stereo not given) | 6% | 18% | 3% | 4% | 1 | -0.4% | -26% | -0.1% | -4%
c1ccc2c3c(cc(N4CCOCC4)c2c1)OC1(N2CCOCC2)CCCCC1O3 (stereo not given) | 0% | . | 32% | 60%* | 1.1 | -4.2% | 12% | -8.3% | -3%
COc1cccc(C(=O)Nc2cccc3c2ccc2cccn23)c1 | -8% | 8% | -7% | 0% | 1.2 | -9.5% | 2% | -5.3% | -5%
Cc1c(C(=O)NC2CCOC2)oc2c(F)cccc12 (stereo not given) | -31% | -22% | . | . | . | . | -64% | -4.7% | -12%
COc1ccc2oc(=O)c(N3C(=O)c4ccccc4C3=O)cc2c1 | 2% | 10% | . | . | . | . | -3% | 1.7% | -12%
COCCNC(=O)C(C(=O)c1ccc(F)cc1)n1cc(C)ccc1=O (stereo not given) | 16% | -16%[20 µM] | 8% | 20% | 1.1 | -3.1% | -6% | -8.5% | -5%
CCOc1ccc(-n2c(SCC(=O)Nc3ccc(C(=O)O)cc3)nc3ccccc3c2=O)cc1 | -7% | -10% | . | . | . | . | -9% | 2.3% | -8%
Cc1cc(/C=N/NC(=O)Cn2c3ccccc3c(=O)c3ccccc32)c(C)n1-c1ccccc1 | 15% | 11% | 4% | 6% | 1 | -7.3% | 0% | -0.2% | -8%
CCOc1ccc(NC(=O)CC2NCCNC2=O)cc1 (stereo not given) | 9% | 31% | 8% | 6% | 1.2 | 0.1% | -47% | -2.8% | -6%
